High-throughput results (PubChem BioAssay)
Pf growth 96h: inhibits malaria parasite growth, 96 h; P. falciparum luciferase reporter growth, 96 h; Potency, µM (doses to about 28.7 µM), inactives show at the top dose activity change, negative = inhibition, actives largely listed as inhibitors; 320,000 compounds, 6.9% hits; also: potency is read from the fitted curve at half-maximal effect; % is scaled to controls: 0 for no effect and ±100 for the full control effect
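Two parasite generations (96 h, 37 C, 5% CO2) of compound exposure in infected erythrocytes (0.05% parasitemia, 2% hematocrit). Luciferase-reporter P. falciparum; decreased luminescence indicates inhibited growth, aimed at apicoplast-acting delayed death.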
LmPK inhibitor: blocks Leishmania mexicana pyruvate kinase activity. Potency, µM (top dose mostly 57.5 µM), without a hit: top-dose activity change, negative = inhibition, usual class: inhibitors. 290,000 compounds, 0.37% hits. Q27686. purified LmPK, Kinase-Glo ATP luminescence, 1 h; also: potency is read from the fitted curve at half-maximal effect; % is scaled to controls: 0 for no effect and ±100 for the full control effect
Target sequence (Q27686 whole entry, looked up): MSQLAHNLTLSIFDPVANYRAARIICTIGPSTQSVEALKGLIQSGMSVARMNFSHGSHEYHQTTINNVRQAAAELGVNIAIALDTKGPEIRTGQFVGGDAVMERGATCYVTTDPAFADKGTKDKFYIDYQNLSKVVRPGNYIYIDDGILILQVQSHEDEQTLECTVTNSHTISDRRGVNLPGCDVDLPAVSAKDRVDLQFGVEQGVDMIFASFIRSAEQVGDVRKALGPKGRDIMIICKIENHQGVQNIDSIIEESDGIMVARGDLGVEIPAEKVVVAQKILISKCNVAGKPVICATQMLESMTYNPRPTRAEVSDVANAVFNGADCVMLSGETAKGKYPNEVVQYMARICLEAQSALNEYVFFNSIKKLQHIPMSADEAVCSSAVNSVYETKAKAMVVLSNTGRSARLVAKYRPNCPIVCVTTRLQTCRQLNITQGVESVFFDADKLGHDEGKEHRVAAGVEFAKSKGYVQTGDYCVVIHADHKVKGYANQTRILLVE
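Pyruvate kinase activity monitored as ATP production (luciferase luminescence). Conditions: 0.1 nM enzyme, 0.5 mM PEP, 0.1 mM ADP, 1 h, RT; normalized against uninhibited and no-enzyme wells.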
AmpC inh no detg: inhibitors of E. coli AmpC beta-lactamase without detergent; 330,000 compounds, 0.52% hits; AmpC nitrocefin hydrolysis, absorbance 480 nm, 0.0001% Triton; Potency, µM (top dose mostly 57.1 µM), inactives show at the highest dose activity change, negative = inhibition, most hits filed as inhibitors;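 also: potency is read from the fitted curve at half-maximal effect; plate controls were no compound for no effect and no enzyme for full effect; nearly all actives have a fitted effect of over 20% in size; some results filed as inactive show a strong effect at the top dose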
Target sequence (P00811 whole entry, looked up): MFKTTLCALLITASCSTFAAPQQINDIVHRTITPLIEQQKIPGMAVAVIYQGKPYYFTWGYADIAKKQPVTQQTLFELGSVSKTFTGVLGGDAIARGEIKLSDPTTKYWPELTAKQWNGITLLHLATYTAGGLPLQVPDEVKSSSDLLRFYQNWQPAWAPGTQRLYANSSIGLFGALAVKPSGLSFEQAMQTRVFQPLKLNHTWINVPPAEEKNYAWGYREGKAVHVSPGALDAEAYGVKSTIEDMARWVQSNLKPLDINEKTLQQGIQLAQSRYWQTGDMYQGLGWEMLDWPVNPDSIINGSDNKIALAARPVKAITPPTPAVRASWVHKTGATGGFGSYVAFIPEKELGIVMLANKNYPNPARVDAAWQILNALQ
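20 mM phosphate pH 7.0 + 0.01% (detergent screen) or 0.0001% Triton X-100; 5.3 nM AmpC reagent; cpd preinc 15 min RT; nitrocefin (800 uM stock) to start; A480 q20 s × 4 min; Activity was normalised to no-enzyme and no-compound control wells.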
Shiga inhibitor: Shiga toxin inhibition; Vero cells, Shiga toxin protein synthesis inhibition reporter; inhibition, % at 38.7 µM; 290,000 compounds, 9.2% hits; AID 2315; in the data active = inhibition mostly above about 28%, no sharp cut-off; inactive = mostly below about 43%; also: 0% is about no effect
TbPYK inhibitor: T. brucei pyruvate kinase inhibition. Q57TT1. TbPYK enzyme, Kinase-Glo Plus ATP luminescence, 45 min. Potency, µM (doses to about 76.8 µM), inactives show at the top dose activity, negative = inhibition, actives largely listed as inhibitors. 410,000 compounds, 0.12% hits. AID 624173; also: potency is read from the fitted curve at half-maximal effect; % is scaled to controls: 0 for no effect and ±100 for the full control effect; nearly all actives have a fitted effect of over 50% in size
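Enzyme and substrate buffer are dispensed first and compound is pin-transferred. ADP at 130 uM final then starts the reaction, which runs 45 min at room temperature. Detection reagent is added for 10 min before luminescence is imaged.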
Pf growth 48h: P. falciparum growth inhibition at 48 hours (one generation). P. falciparum luciferase growth in erythrocytes, 48 h. Potency, µM (top dose mostly 28.7 µM), without a hit: at the highest dose activity change, negative = inhibition, usual class: inhibitors. 310,000 compounds, 5.9% hits. AID 504832; also: potency is read from the fitted curve at half-maximal effect; % is scaled to controls: 0 for no effect and ±100 for the full control effect
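Parasite viability was followed by luminescence of a genomically integrated firefly luciferase. Cultures held 0.1% parasitemia at 2% hematocrit (final), incubated under 5% CO2 at 37 C.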
Cycloheximide cs: counter-screen for Shiga toxin inhibitors: cycloheximide protein synthesis inhibition. cell reporter, cycloheximide protein synthesis inhibition counterscreen. max response, %. 300,000 compounds, 12% hits. AID 2314; in the data active = max response mostly above about 13%, no sharp cut-off; inactive = mostly below about 14%; also: read at 38.3 µM for the half of the compounds with a filed dose; 0% is about no effect
* marks the source's active call; other numbers are inactive results; ? = inconclusive; / = not tested or not shown; [ ] = dose if it differs, or a comment. Unless noted, calls follow the shape of the dose curve; as a rule, active = well fitted curve in the direction sought with a large enough effect; inconclusive = small, poorly fitted or top-dose-only effect, or another doubt; inactive = no such curve, though single readings can be large; an effect the other way counts as inactive or inconclusive.

Sample of the layout:
item	Compound	Pf growth 96h	LmPK inhibitor	AmpC inh no detg	Shiga inhibitor
1	COc1ccccc1NC(=O)C(=O)NCCC1CCCCN1S(=O)(=O)c1ccc(F)cc1 (stereo not given)	?	/	-5%	/
2	COc1ccc(NC(=O)c2cccn2-c2nnc(N3CCCCC3)s2)cc1	/	/	/	32
3	CCCCN(CC)CCCNC(=O)c1ccc(CS(=O)(=O)c2c(Cl)cccc2Cl)o1	?	0%	27%	-6

item	TbPYK inhibitor	Pf growth 48h	Cycloheximide cs
1	1%	?	/
2	5%	/	19
3	5%	10%[0.00184 µM]	-7

This part in full, from the start:
item	Compound	Pf growth 96h	LmPK inhibitor	AmpC inh no detg	Shiga inhibitor
1	COc1ccccc1NC(=O)C(=O)NCCC1CCCCN1S(=O)(=O)c1ccc(F)cc1 (stereo not given)	?	/	-5%	/
2	COc1ccc(NC(=O)c2cccn2-c2nnc(N3CCCCC3)s2)cc1	/	/	/	32
3	CCCCN(CC)CCCNC(=O)c1ccc(CS(=O)(=O)c2c(Cl)cccc2Cl)o1	?	0%	27%	-6
4	COc1ccc(OC)c(NC(=O)NCCCCc2ccccc2)c1	?	-2%	-32%	-4
5	COc1ccc(NC(=O)C2CC(=O)OC2c2ccccc2)cc1 (stereo not given)	9.3µM*	1%	-32%	-2
6	Cc1noc(C(=O)Nc2cccnc2Cl)c1Cl	24%	-6%	-10%	6
7	CCc1cc(C(=O)O)c(NC(=O)C(c2ccccc2)c2ccccc2)s1	/	8%	-18%	-6
8	O=C(O)CCC(=O)OC1CC2CCC1C2 (stereo not given)	-16%	-2%	-7%	14

item	TbPYK inhibitor	Pf growth 48h	Cycloheximide cs
1	1%	?	/
2	5%	/	19
3	5%	10%[0.00184 µM]	-7
4	-2%	?	1
5	0%	-6%	-1
6	1%	54%[activator]	15
7	2%	10%	-5
8	5%	26%	22

2 of the compounds above, field by field.
[8] O=C(O)CCC(=O)OC1CC2CCC1C2 (stereo not given)
- Pf growth 96h: -16%
- LmPK inhibitor: -2%
- AmpC inh no detg: -7%
- Shiga inhibitor: 14
- TbPYK inhibitor: 5%
- Pf growth 48h: 26%
- Cycloheximide cs: 22
[1] COc1ccccc1NC(=O)C(=O)NCCC1CCCCN1S(=O)(=O)c1ccc(F)cc1 (stereo not given)
- Pf growth 96h: ?
- LmPK inhibitor: /
- AmpC inh no detg: -5%
- Shiga inhibitor: /
- TbPYK inhibitor: 1%
- Pf growth 48h: ?
- Cycloheximide cs: /

The results go on.
item	Compound	Pf growth 96h	LmPK inhibitor	AmpC inh no detg	Shiga inhibitor
9	Cc1ccc(NC(=O)c2ccccn2)cc1S(=O)(=O)N1CCOCC1	?	18%	1%	28
10	Cc1c(NC(=O)COC(=O)Cc2ccc(Cl)cc2)c(=O)n(-c2ccccc2)n1C	/	-9%	1%	-11
11	Cc1c(Cl)cccc1NC(=O)CCN1CCN(C)CC1	?	-3%	-2%	-4
12	Cc1cccc(N(C(=O)Cn2nnc3ccccc32)C(C(=O)NCc2ccco2)c2ccncc2)c1C (stereo not given)	/	5%	60%	-8
13	COCCCN(C(=S)NC(=O)c1ccc(C(C)(C)C)cc1)c1c(N)n(Cc2ccccc2)c(=O)[nH]c1=O	-16%	0%	18%	17
14	Clc1ccccc1C1SCC2Nc3ccccc3CN21 (stereo not given)	?	3%	-31%	47
15	CCOC(=O)c1cc(S(=O)(=O)NCCc2ccc(OC)c(OC)c2)cn1C	13µM*	11%	-1%	-9
16	O=C(CCCOc1ccc(Cl)cc1Cl)NCc1ccncc1	38%[activator]	-11%	-7%	8

item	TbPYK inhibitor	Pf growth 48h	Cycloheximide cs
9	-4%	?	3
10	2%	5%	-2
11	0%	-4%	-3
12	-1%	?	-1
13	-19%	-19%	6
14	-5%	2%	49*
15	-4%	-15%	-3
16	-2%	3%	1

The list continues:
item	Compound	Pf growth 96h	LmPK inhibitor	AmpC inh no detg	Shiga inhibitor
17	O=C1NC(c2ccco2)Nc2sc3c(c21)CCN(Cc1ccccc1)C3 (stereo not given)	-17%	4%	-9%	-5
18	Nc1nc(-c2ccc(F)cc2)cc(C(F)(F)F)n1	/	6%	-11%	-11
19	COc1ccc(NC(=O)c2cc3n(n2)C(C(F)(F)F)CC(c2ccc4c(c2)OCO4)N3)cc1OC (stereo not given)	3.3µM*	-3%	-6%	8
20	N#Cc1ccc(N2Cc3ccccc3/C2=N/C(=O)Nc2ccc(Cl)cc2)cc1	?	-2%	-36%	25
21	COCCCNC(=O)c1ccc2c(=O)n(Cc3ccc4c(c3)OCO4)c(=S)[nH]c2c1	25%	2%	-2%	-5
22	COc1cc(/C=N/NC(=O)C2CC(=O)N(c3ccc(C)cc3)C2)cc(OC)c1OC (stereo not given)	12%	-10%	-1%	-4
23	Cn1c(CNc2cccc(Cl)c2)nnc1SCC(=O)OC1CCCCC1	/	3%	29%	16
24	COCCn1c(SCC(=O)NC2CCCCC2)nnc1-c1ccncc1	?	-2%	-2%	-15

item	TbPYK inhibitor	Pf growth 48h	Cycloheximide cs
17	-16%	/	7
18	-8%	5%	-1
19	-13%	3%	-1
20	3%	50%[activator]	15
21	/	-3%	-1
22	0%	-23%	-4
23	2%	0%	-1
24	-2%	21%	-5

Compounds from the list above that have a COOH group (2):
item	Compound	Pf growth 96h	LmPK inhibitor	AmpC inh no detg	Shiga inhibitor
7	CCc1cc(C(=O)O)c(NC(=O)C(c2ccccc2)c2ccccc2)s1	/	8%	-18%	-6
8	O=C(O)CCC(=O)OC1CC2CCC1C2 (stereo not given)	-16%	-2%	-7%	14

item	TbPYK inhibitor	Pf growth 48h	Cycloheximide cs
7	2%	10%	-5
8	5%	26%	22

Continuation:
item	Compound	Pf growth 96h	LmPK inhibitor	AmpC inh no detg	Shiga inhibitor
25	CC1CCCCN1S(=O)(=O)c1ccc(C(=O)Nc2ccccc2-c2nc3ccccc3s2)cc1 (stereo not given)	-2%	0%	-3%	3
26	Cc1noc(C)c1CSCC(=O)N1CCN(c2ccc([N+](=O)[O-])cc2)CC1	12µM*	-4%	-2%	-7
27	CN(CC(=O)NCc1ccc(Cl)cc1)S(=O)(=O)c1cccc2cccnc12	50%[activator]	3%	-2%	1
28	CCOC(=O)c1c(C)[n+]([O-])c2ccc3c(non3O)c12	-17%	-1%	-5%	-15
29	CC(C)(C)OC(=O)C(C)(C)Sc1nnc(N)s1	29%	1%	2%	2
30	CCc1ccc(NC(=O)CN2C(=O)CSC2=O)cc1	-12%	1%	-20%	54*
31	CCOC(=O)C1CCN(C(=O)C2CCN(C(=O)c3ccc([N+](=O)[O-])cc3)CC2)CC1	3%	0%	82%[activator]	6
32	Nc1ccc(Nc2ccncc2[N+](=O)[O-])cc1	/	-3%	-21%	-13

item	TbPYK inhibitor	Pf growth 48h	Cycloheximide cs
25	-5%	30%	5
26	0%	/	-5
27	4%	/	-7
28	0%	-24%	-2
29	-10%	?	-2
30	-9%	13%	24*
31	4%	-16%	5
32	-2%	17%	-3

The listing continues:
item	Compound	Pf growth 96h	LmPK inhibitor	AmpC inh no detg	Shiga inhibitor
33	COC(=O)Cc1c(O)ccn(CCc2ccc(OC)c(OC)c2)c1=O	34%	3%	24%	-17
34	COc1ccc(CC(CC(=O)O)C(=O)Nc2ccc(OC)cc2)cc1 (stereo not given)	?	4%	-8%	1
35	COc1ccccc1N(O)C1CC(=O)N(c2ccc(Br)cc2)C1=O (stereo not given)	16%	-3%	?	42*
36	CCCCc1ccc(NS(=O)(=O)N(C)C)cc1	10µM*	-7%	-14%	72*
37	CC(C)CC(=O)N1CCC(N(CCc2ccccc2)Cc2ccccc2)CC1	-19%	-1%	151%[activator]	-4
38	CC1(C)CC(=O)C2=C(C1)N(c1ccc(F)cc1)C(=O)C2(NC(=O)c1ccccc1)C(F)(F)F (stereo not given)	7%	2%	-10%	-11
39	O=C1CN(C(=O)COC(=O)c2ccccc2NC(=O)c2ccco2)c2ccccc2N1	13µM*	4%	-33%	-7
40	O=C1[C@@H]2Cc3c([nH]c4ccccc34)C(c3ccccc3)N2C(=O)CN1C1CC1 (stereo not given in full)	?	-5%	3%	-6

item	TbPYK inhibitor	Pf growth 48h	Cycloheximide cs
33	-12%	20%	-6
34	-3%	3%	-3
35	-18%	4%	27*
36	-2%	24%	2
37	12%	?	1
38	/	-12%	18
39	-5%	-10%	-1
40	-6%	?	-4

(cont.)
item	Compound	Pf growth 96h	LmPK inhibitor	AmpC inh no detg	Shiga inhibitor
41	COc1ccc(C2(C(=O)Nc3ccc(C)c(C)c3)CCOCC2)cc1	12%	4%	24%	13
42	Cc1cc(C)c2c(c1)/C(=N/NC(=S)Nc1ccc(F)cc1)CCC2	/	1%	-20%	-20
43	COc1ccc(Cl)cc1C(=O)NCC#N	/	-8%	-11%	-15
44	O=c1cc(CO)oc(CN2CCN(c3cccc(C(F)(F)F)c3)CC2)c1O	/	5%	8%	-33
45	Cc1cc(OCC(=O)OCC(=O)N(C)c2c(N)n(Cc3ccccc3)c(=O)[nH]c2=O)ccc1Cl	30%[activator]	/	122%[activator]	/
46	Cc1ccc(C)c(S(=O)(=O)N2CCCC2CNC(=O)c2ccc([N+](=O)[O-])cc2)c1 (stereo not given)	?	/	-10%	/
47	CC(=O)N1c2ccc(S(=O)(=O)N3CCOCC3)cc2CC1C (stereo not given)	?	7%	-2%	-2
48	Cc1ccc(C)c(NC(=O)NNS(=O)(=O)c2ccc(C)c(C)c2)c1	?	-5%	-27%	-14

item	TbPYK inhibitor	Pf growth 48h	Cycloheximide cs
41	0%	-17%	1
42	-5%	-16%	1
43	0%	-6%	-2
44	0%	-12%	-1
45	-10%	2%	/
46	-3%	10µM*	/
47	0%	4%	2
48	4%	40%[activator]	-1

Continued.
item	Compound	Pf growth 96h	LmPK inhibitor	AmpC inh no detg	Shiga inhibitor
49	Cc1cc(=O)oc2c3c(cc(OCC(=O)N[C@H](C(=O)O)c4ccccc4)c12)OC(C)(C)CC3	?	-1%	-22%	10
50	CCc1ccccc1NNC(=O)c1snnc1C	-1%	-3%	-3%	-3
51	COC(=O)NCc1ccc2c(c1)OCO2	/	3%	-20%	21
52	CCOc1ccc2nc(NC(=O)c3c([N+](=O)[O-])cnn3CC)sc2c1	24%	-1%	-29%	15
53	COc1cccc(N2CCN(C(=O)Nc3ccc4c(c3)NC(=O)CO4)CC2)c1	-10%	1%	-24%	-10
54	C[C@H](NC(=O)OCc1ccccc1)c1nnc([C@H](Cc2ccccc2)NC(=O)OC(C)(C)C)o1	?	-3%	96%[activator]	-11
55	COC(=O)C1CCN(C(=O)c2cc(S(=O)(=O)N3CCCCC3)ccc2Cl)CC1	?	/	16%	/
56	O=C(NC1=NCCS1)c1ccccc1	?	-6%	-17%	20
57	COc1ccc(OCCNS(=O)(=O)c2ccccc2)cc1	69%[activator]	2%	-23%	-17

item	TbPYK inhibitor	Pf growth 48h	Cycloheximide cs
49	10%	6%	-2
50	-6%	?	-4
51	-4%	10%	-1
52	-1%	22%	-2
53	-9%	-4%	0
54	-5%	?	-5
55	3%	-18%	/
56	0%	68%[activator]	17
57	-16%	0%	1
